# Source: PubChem (several laboratories)
# ABCB1 block: human ABCB1 inhibition, ABCG2 as counter-screen; P08183; CCRF-Adr cells, JC-1 efflux, flow cytometry; inhibition, % at 6.6 µM; 190,000 compounds, 0.067% hits; AID 1326; in the data active = inhibition above about 40%;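 also: 0% = vehicle and 100% = reference inhibitor; higher value means more JC-1 retained so stronger ABCB1 efflux block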
# Cdc42 wt: modulators (inhibitors or activators) of GTP binding to human Cdc42 wildtype. GST-Cdc42 beads, Bodipy-GTP binding, flow cytometry; actives lie on both sides. percent activity (GTP binding), % at 10 µM. 190,000 compounds, 0.2% hits. AID 761;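 active = percent activity GTP binding at least 20 points away from the 100% baseline, either down as inhibitor or up as activator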;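 also: median bead fluorescence of bound Bodipy-FL-GTP at 100 nM; 0% = excess unlabeled GTP control and 100% = no compound control; below 100% means less GTP binding so inhibitor and above means activator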
# Pf gamet viab: inhibitors of late stage P. falciparum gametocyte viability; 150,000 compounds, 0.065% hits; AID 743093; P. falciparum stage V gametocytes, ATP luminescence, 24 h; inhibition, % at 10.9 µM;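 active = inhibition above the mean plus 3 SD of compounds within the control limits, set per campaign, cut at about 38% in these data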;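 also: 0% = DMSO wells and 100% = medium only without gametocytes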
# ABCG2 block: blocks JC-1 efflux by human ABCG2 transporter | inhibition, % at 6.6 µM | AID 1325 | Q9UNQ0 | 190,000 compounds, 0.1% hits | IgMXP3 cells, flow cytometry;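 active = inhibition above 80%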;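 also: 0% = DMSO and 100% = nicardipine control wells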
#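 test system = two drug-resistant human cell lines, ABCG2 and ABCB1 | amount = 3 million cells/mL final, two lines in 1:1 ratio | reagent = JC-1 transporter substrate | doses = one concentration, 6.6 µM final | incubation = 10 min at 25 °C | signal = flow cytometric JC-1 green MFI at 530 nm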
# GSH bead fluor: compound fluoresces at 488/530 nm on GSH beads. GSH beads flow cytometry, compound fluorescence 488/530 nm; active compounds read high. fluorescence (KMESF) at 10 µM. 190,000 compounds, 0.25% hits; in the data active = fluorescence above about 89;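 also: glutathione beads carrying GST-tagged Bcl family fusion proteins plus one bare bead set; values are compound well signal with DMSO vehicle wells as background; inactives centre near 16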
# Avidin fluor: compound fluoresces at 488/530 nm on avidin beads. compound fluorescence 488/530 nm, flow cytometry; active compounds read high. fluorescence (KMESF) at 10 µM. 220,000 compounds, 0.38% hits. AID 1775; in the data active = fluorescence above about 47; also: inactives centre near 10
# Rab2 wt GTP: changes GTP binding to wildtype dog Rab2A, up or down; P61105; GST-Rab2 wt beads, Bodipy-GTP binding, flow cytometry; GTP binding activity, % at 10 µM; 190,000 compounds, 0.19% hits; AID 760;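 active = GTP binding activity at least 20 points away from 100%, either lowered or raised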;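 also: 0% = beads with excess unlabeled GTP and 100% = no-compound control corrected for plate trend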
# Rac1 mut GTP: alters GTP binding to activated mutant human Rac1; percent activity (GTP binding), % at 10 µM; GST-Rac1 activated beads, fluorescent GTP binding, flow cytometry; actives lie on both sides; 100% means binding = to untreated wells; 190,000 compounds, 0.11% hits; P63000;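 active = GTP binding at least 20 percentage points away from the 100% baseline, in either direction, so actives lie on both sides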
# Rab7 wt GTP bind: modulators of GTP binding to dog Rab7 wildtype GTPase; GST-Rab7 beads, fluorescent GTP binding, flow cytometry; actives lie on both sides; untreated = 100%, excess cold GTP = 0%; GTP binding activity (percent of control), % at 10 µM; 190,000 compounds, 0.055% hits; AID 758;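 active = fluorescent GTP binding to Rab7 beads changed by at least 20 points from the 100% baseline, either direction, mostly lower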;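 also: median green fluorescence of bound Bodipy-FL-GTP per Rab7 bead population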
# HRas wt GTP: human HRas wildtype GTP binding, change in either direction; P01112; GST-Ras wt beads, Bodipy-FL-GTP binding, flow cytometry; actives lie on both sides; GTP binding activity, % at 10 µM; 190,000 compounds, 0.14% hits; AID 759;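 active = GTP binding activity at least 20% away from the 100% baseline, either lowered as inhibitor or raised as activator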;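 also: 0% = unlabeled GTP competition control and 100% = no-compound control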
# Rac1 wt modul: alters GTP binding to wildtype human Rac1; GST-Rac1 beads, fluorescent GTP binding, flow cytometry; actives lie on both sides; 0 = cold GTP competed, 100 = untreated; AID 757; 190,000 compounds, 0.27% hits; P63000; GTP binding activity (% of control), % at 10 µM;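 active = GTP binding activity at least 20 points away from the 100% control level, either lower or higher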
# * = called active by the depositor; / = no result given.
# Start of the data: the first 4 records, to show the layout:
SMILES,ABCB1 block,Cdc42 wt,Pf gamet viab,ABCG2 block,GSH bead fluor,Avidin fluor,Rab2 wt GTP,Rac1 mut GTP,Rab7 wt GTP bind,HRas wt GTP,Rac1 wt modul
COc1ccc(N2CC(C(=O)Nc3cc(C)on3)CC2=O)cc1 (stereo not given),-0.3,108,18,-1,20,9,106,103,101,106,105
COc1ccccc1C(O)(C(=O)NN(C)c1ccccc1)c1ccccc1OC,0.7,103,-15,1,13,13,98,99,96,100,102
COC(=O)c1ccc(Cn2cnc3c(cnn3-c3ccc(Cl)cc3)c2=O)o1,1.2,99,/,20,23,5,97,96,103,98,106
Cc1ccc(Cc2cnc(NC(=O)/C(C#N)=C/c3ccc(-c4cccc([N+](=O)[O-])c4)o3)s2)cc1,-0.6,85,-11,-2,12,27,89,83,90,89,83

# This part in full, from the first entry:
SMILES,ABCB1 block,Cdc42 wt,Pf gamet viab,ABCG2 block,GSH bead fluor,Avidin fluor,Rab2 wt GTP,Rac1 mut GTP,Rab7 wt GTP bind,HRas wt GTP,Rac1 wt modul
COc1ccc(N2CC(C(=O)Nc3cc(C)on3)CC2=O)cc1 (stereo not given),-0.3,108,18,-1,20,9,106,103,101,106,105
COc1ccccc1C(O)(C(=O)NN(C)c1ccccc1)c1ccccc1OC,0.7,103,-15,1,13,13,98,99,96,100,102
COC(=O)c1ccc(Cn2cnc3c(cnn3-c3ccc(Cl)cc3)c2=O)o1,1.2,99,/,20,23,5,97,96,103,98,106
Cc1ccc(Cc2cnc(NC(=O)/C(C#N)=C/c3ccc(-c4cccc([N+](=O)[O-])c4)o3)s2)cc1,-0.6,85,-11,-2,12,27,89,83,90,89,83
Cc1ccccc1CS(=O)(=O)CCC(=O)NCCN1CCN(c2cccc(Cl)c2)CC1,0.5,102,-1,4,15,45,106,103,104,107,110
N/C(CN1CCCC1=O)=N\OC(=O)c1ccc(Cl)cc1,-0.1,102,15,0,5,13,97,103,95,99,107
CCN(CC)CCNC(=O)c1ccc(Sc2ccc(Cl)cc2)c(NC(C)=O)c1,0.5,97,20,1,16,6,98,98,96,98,99
Cc1ccc(C(=O)ONc2ccc(N=O)cc2)cc1,0.8,98,18,12,22,15,96,93,99,98,90
COC(=O)c1ccc(C(=O)OC)c(NC(=S)N2CCN(c3ccccn3)CC2)c1,0.8,96,14,27,15,9,94,96,99,97,99
COc1ccc(/C=C/C(=O)c2ccccc2O)cc1,0.6,101,/,25,17,69*,101,101,95,101,106
Cc1ccc(C(C)NC(=O)/C(C#N)=C\c2c(C)[nH]c3ccccc23)cc1 (stereo not given),0.5,97,3,8,31,7,96,95,100,96,96
CCCCC(C)(O)C/C=C/[C@H]1[C@H](O)CC(=O)[C@@H]1CCCCCCC(=O)OC (stereo not given in full),0.7,96,/,1,21,4,93,90,94,94,101
c1ccc(OCCOc2ncnc3ccccc23)cc1,0.7,97,23,4,13,22,97,96,103,99,101
N=c1sccn1CC(=O)Nc1cccc(S(=O)(=O)N2CCCCCC2)c1,0.4,95,11,2,13,12,97,93,104,97,96
O=C(NC1CCCCC1)c1cc(C(=O)c2ccccc2Br)c[nH]1,0.8,97,22,5,13,12,100,97,102,100,100
O=S(=O)(Nc1ccc(N2CCCCC2)cc1)c1cccs1,0.3,102,/,1,13,35,100,99,98,102,102
COc1ccc(C(C)(C)C)cc1NC(=O)C1CC=CCC1C(=O)O (stereo not given),-3.6,99,/,-6,30,4,100,97,98,99,103
Cc1ccc(-c2cc(=O)c3cc(C)ccc3[nH]2)cc1,0.5,103,/,0,19,8,98,99,102,100,107
O=C(NCCSCc1ccccc1)c1cc(S(=O)(=O)N2CCOCC2)ccc1F,0.4,102,/,1,28,36,101,100,102,100,102
CCOC(=O)N1CCN(C(=O)Cc2ccc(C)cc2)CC1,-1.2,107,/,-6,25,14,101,102,99,103,107
CC1(C)C(=O)NCCN1C(=O)CSc1nccc(-c2ccc(Br)cc2)n1,-1.1,102,/,19,18,19,98,99,96,100,104
O=C(CCc1nc2ccccc2c(=O)[nH]1)OCC(=O)c1cccc(Cl)c1,0.0,100,-27,4,7,1,98,95,100,99,99
CCCCCCNC(=O)Cc1ccc(Br)cc1,-0.1,98,-16,1,14,11,97,93,103,100,98
COc1ccc(/C=N/NS(=O)(=O)c2ccc(F)cc2)cc1COc1cc(F)ccc1[N+](=O)[O-],-0.2,93,13,0,11,21,95,93,101,95,90
Cc1ccc2cc(C3CC(c4ccco4)=NN3S(=O)(=O)c3ccccc3)c(Cl)nc2c1 (stereo not given),0.5,100,4,-6,16,15,98,102,101,99,102
CCCCCNC(=O)Cc1cc(=O)[nH]c(=O)[nH]1,0.1,98,/,-1,27,7,100,99,99,99,98
N#CCc1nc(CSc2nc3ccccc3s2)cs1,0.7,101,25,7,30,13,103,99,101,100,104
CCOC(=O)CSc1nnc(NC(=O)c2cccc(S(=O)(=O)N3CCCCC3)c2)s1,0.0,100,/,0,14,35,98,97,98,100,98
O=C(OCCN1C(=O)c2ccccc2C1=O)c1cc2ccccc2o1,0.4,98,16,9,15,6,97,96,96,97,99
CN(CC(=O)Nc1ccc(N2CCOCC2)cc1)C(=O)C1CCCC1,-0.1,97,28,0,9,22,95,94,98,97,95
Cc1noc(C)c1COc1cccc(C(=O)NC(C)(C)C)c1,0.6,94,2,9,13,12,97,97,98,96,99
Nc1cccc(Nc2ccccc2)c1,-0.6,95,0,-2,12,10,93,93,95,95,100
CCn1c(COc2ccc(=O)n(-c3ccccc3)n2)nnc1SCc1ccc(C)cc1,0.8,96,-17,3,11,19,95,94,97,97,97
COc1ccc(N2CC(NC(=O)N(C)CCC#N)CC2=O)cc1 (stereo not given),0.2,97,1,2,7,23,98,94,94,95,98
Cn1c(SCc2n[nH]c(=S)n2-c2ccccc2)nnc1-c1ccccc1,-1.1,99,-13,-1,9,4,98,97,98,98,102
CC(C)N1CCC(N2CCN(Cc3ccc(-c4ccc(Cl)cc4)o3)CC2CCO)CC1 (stereo not given),-1.2,93,18,1,8,8,97,92,100,96,91
Nc1oc2ccccc2c(=O)c1C=O,0.2,93,1,13,10,5,93,96,99,96,97
CCOc1nc(C)cc(C)c1S(=O)(=O)c1ccc(Cl)cc1,0.4,94,-2,1,11,10,96,97,105,97,99
COc1ccc(OCCNC(=O)/C=C/c2ccc([N+](=O)[O-])cc2)cc1,2.4,98,3,19,14,3,96,98,95,99,103
CC(C)C[C@H](NC(=O)OC(C)(C)C)c1nnc(SCc2cccc(F)c2)o1,0.6,101,9,0,14,9,104,101,101,103,108
COC(=O)c1sc2nc(-c3ccccc3)c3c(c2c1N)CCCC3,0.2,96,1,2,13,25,100,98,101,100,103
CC(=O)c1c(C)[nH]c(C(=O)N2CCc3ccccc32)c1C,-2.5,99,-11,1,25,16,96,95,96,99,96
C/C(Cn1nc([N+](=O)[O-])cc1C)=N\NC(=O)COc1ccc(Cl)cc1Cl,0.1,101,16,2,12,21,97,100,99,99,102
CCOC(=O)Cn1c(=O)oc2cc(S(=O)(=O)N3CCCc4ccccc43)ccc21,-0.5,104,/,1,20,8,102,99,99,103,106
CCCn1c(SCC(=O)Nc2c(C)cccc2C)nnc1C(C)C,0.9,104,-2,4,25,10,104,100,101,101,107
COC(=O)c1ccc(Oc2nc(NC(C)(C)C)nc(N3CCOCC3)n2)cc1,0.1,96,/,1,8,25,94,97,94,94,96
COc1cc(OC)cc(C(=O)NNC(=O)CCc2ccccc2)c1,0.7,96,-9,5,12,12,98,97,102,99,101
COC(=O)c1cccnc1NC(=S)NC(C)C,0.4,95,1,3,17,5,94,97,94,95,101
CN1CCN(c2ccc(C(=O)c3ccc(F)cc3)cc2)CC1,0.0,101,/,1,20,12,101,99,99,101,102
O=C(C1=C[C@@H]2[C@H]3C(=O)N(c4ccc(Cl)cc4)C(=O)[C@H]3[C@@H](C(=O)c3ccc(Cl)cc3)N2C=C1)c1ccccc1,-2.0,100,26,-10,9,16,96,97,95,95,103
O=S(=O)(NCCOC12CC3CC(CC(C3)C1)C2)c1cccc2nsnc12,0.4,94,-9,1,28,15,97,93,98,98,94
COCCN1C(=O)c2ccc(C(=O)Nc3nccs3)cc2C1=O,-0.4,103,/,52,13,6,103,101,100,103,107

# Part of the list above, limited to ABCB1 block and Avidin fluor.
compound	ABCB1 block	Avidin fluor
O=C(C1=C[C@@H]2[C@H]3C(=O)N(c4ccc(Cl)cc4)C(=O)[C@H]3[C@@H](C(=O)c3ccc(Cl)cc3)N2C=C1)c1ccccc1	-2.0	16
CN1CCN(c2ccc(C(=O)c3ccc(F)cc3)cc2)CC1	0.0	12
